# HPDE-C7K KRASV12: cytotoxicity in KRAS-transformed pancreatic duct cells, primary screen, cell-based, fluorescence, HTS (AID 431). 63,000 compounds, 1.7% hits. HPDE-C7K KRASV12 cells, Alamar Blue viability, 48 h; higher % means a stronger effect. cytotoxicity, % at 10 µM; hits with a dose series show EC50 in µM;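 active = compounds whose percent cytotoxicity in the single-dose primary screen, scaled between solvent and toxic-drug controls, exceeds 50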;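 also: 0% = DMSO solvent wells and 100% = doxorubicin-treated wells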
# HPDE-C7 cytotoxicity: cytotoxicity in HPDE-C7 cells, cell-based, fluorescence, HTS (AID 430); 63,000 compounds, 1.8% hits; HPDE-C7 pancreatic duct cells viability, fluorescence; higher % means a stronger effect; cytotoxicity, % at 10 µM; hits with a dose series show EC50 in µM;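 also: cells exposed to compound for 48 hours before viability readout; 0% = vehicle and 100% = reference cytotoxic drug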
# Alkaline phosphatase: human TNAP enzyme inhibitors, biochemical, luminescent (AID 518). purified TNAP enzyme, luminescent substrate readout; higher % means a stronger effect. one-dose inhibition, % at 20 µM; IC50 in µM for titrated hits. 64,000 compounds, 0.09% hits; in the data active = a potency from the dose series; inactive = the rest, 99 in 100 with inhibition below about 22%;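 also: plate controls were vehicle for no effect and reference inhibitor for full effect; many of its hits are not listed in these tables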
# HT1080 cytotoxicity: HT1080 cell viability loss – fluorescence readout (AID 620). cytotoxicity, % at 10 µM; hits with a dose series show EC50 in µM. 87,000 compounds, 0.42% hits. HT1080 viability, fluorescence; higher % means a stronger effect;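 also: cells exposed to compound overnight then 4 h with Alamar Blue; 0% = vehicle DMSO and 100% = killing control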
# PMK inhibit: S. pneumoniae PMK inhibition. purified PMK, PK/LDH-coupled NADH absorbance 340 nm. inhibition, % at 10 µM. 65,000 compounds, 0.49% hits. AID 539;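 active = top-ranked compounds by inhibition in the single 10 µM screen, taking a fixed number of the strongest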;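 also: 0% = full reaction with DMSO carrier and 100% = background rate without enzyme reaction; no value below 0 was filed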
# Spn MK inh: blocks S. pneumoniae mevalonate kinase; purified MK, PK/LDH-coupled NADH absorbance 340 nm; inhibition, % at 10 µM; 65,000 compounds, 0.48% hits; AID 555;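 active = ranked among the strongest by inhibition in the single 10 µM screen, a fixed top-ranked set picked for dose follow-up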; also: no value below 0 was filed
# DPM-DC inhibit: inhibitors of Streptococcus pneumoniae diphosphomevalonate decarboxylase. calls only at 10 µM. 65,000 compounds, 0.49% hits. purified DPM-DC, PK/LDH coupled NADH fluorescence. AID 556;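 active = the 320 compounds with the highest percent inhibition in the single-dose primary screen, excluding strongly autofluorescent ones, cut at about 32% in these data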;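 also: kinetic rate of NADH fluorescence loss reporting ADP formed by the decarboxylase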
# Bfl-1 displacement: displacement of Bid BH3 peptide from Bfl-1 – biochemical, fluorescence polarization, FITC-Bid, mouse, primary screen (AID 432). 64,000 compounds, 0.02% hits. FITC-Bid BH3 peptide fluorescence polarization displacement; higher % means a stronger effect. one-dose displacement, % at 20 µM; IC50 in µM for titrated hits; in the data active = a potency from the dose series; inactive = the rest, 99 in 100 with displacement below about 15%; also: strong numbers were not always called active
# LYP phosphatase: inhibition of human PTPN22 tyrosine phosphatase – biochemical, DiFMUP fluorescence, recombinant catalytic domain, 10 µM, primary screen (AID 606) | recombinant LYP catalytic domain, DiFMUP fluorescence; higher % means a stronger effect | inhibition, % at 10 µM; hits with a dose series show IC50 in µM | 52,000 tested, under 10 active;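 active = IC50 under 40 µM in the dose-response test; inactive = IC50 of 40 µM or more, or never dose-tested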
# PMK inhibit pilot replicates: further read-out of PMK inhibit, marked with its call; inhibition, %; measured here: pilot screen replicates
# Spn MK inh pilot replicates: further read-out of Spn MK inh, marked with its call; inhibition, %; measured here: pilot screen replicates
# DPM-DC inhibit pilot screen %: recorded beside DPM-DC inhibit, whose call it bears; inhibition, %; measured here: pilot screen trials
# Numbers without * were called inactive; i = inactive; · = no result given; + = active, no number. Rule as the data show it, unless noted: active = cytotoxicity above about 50%; inactive = the rest.
# Labels used below – A = HPDE-C7K KRASV12; B = HPDE-C7 cytotoxicity; C = Alkaline phosphatase; D = HT1080 cytotoxicity; E = PMK inhibit; F = PMK inhibit pilot replicates; G = Spn MK inh; H = Spn MK inh pilot replicates; I = DPM-DC inhibit; J = DPM-DC inhibit pilot screen %; K = Bfl-1 displacement; L = LYP phosphatase
CCOc1ccccc1NC(=O)N1CCC(c2nc3ccccc3[nH]2)CC1
  A: -1%	B: 4%	C: 10%	D: 3%	E: 6	F: ·	G: 0	H: ·	I: i	J: ·	K: -2%	L: ·
Cc1ccc(S(=O)(=O)N2CCC(C(=O)Nc3ccc4c(c3)COC4=O)CC2)cc1
  A: -12%	B: -12%	C: 1%	D: 1%	E: 3	F: ·	G: 5	H: ·	I: i	J: ·	K: 5%	L: ·
CC(C)(C)C(=O)Cn1c[n+](N)cn1
  A: 14%	B: -6%	C: 12%	D: 7%	E: 8	F: 0.5	G: 2	H: 0.0	I: i	J: 3.0	K: -1%	L: -1%
O=C(Nc1nnc(-c2ccc3c(c2)CCCC3)o1)c1ccccc1Cl
  A: 18%	B: 39%	C: 17%	D: 5%	E: 0	F: ·	G: 0	H: ·	I: i	J: ·	K: -2%	L: -4%
Cc1[nH]nc2c1C(c1ccc3c(c1)OCO3)C(C#N)=C(N)O2 (stereo not drawn)
  A: 2%	B: -3%	C: 9%	D: 0%	E: 7	F: ·	G: 7	H: ·	I: i	J: ·	K: -1%	L: -1%
COC(=O)c1ccccc1NC(=O)c1ccc(COc2ccccc2)o1
  A: 10%	B: -8%	C: 15%	D: 2%	E: 0	F: 2.5	G: 6	H: 0.0	I: i	J: 0.0	K: -4%	L: ·
O=C(c1cccs1)N1CCCC(c2nc(-c3ccc(F)cc3)no2)C1 (stereo not drawn)
  A: -27%	B: -29%	C: 13%	D: -11%	E: 13	F: ·	G: 4	H: ·	I: i	J: ·	K: 9%	L: ·
Cc1cccc(NC(=O)CSc2nc(C)nc3c2c(=O)n(C)c(=O)n3C)c1
  A: -4%	B: -7%	C: -6%	D: 7%	E: 0	F: ·	G: 8	H: ·	I: i	J: ·	K: -8%	L: 2%
CCn1cc(S(=O)(=O)CC(=O)Nc2ccc(OC)cc2)c2ccccc21
  A: 0%	B: -2%	C: 17%	D: 2%	E: 0	F: 3.5	G: 4	H: 0.0	I: i	J: 1.0	K: -5%	L: ·
C=CCN1C(=O)C2C(C(=O)NCc3ccccc3)C3C=CC2(O3)C1C(=O)NC(C)(C)C (stereo not drawn)
  A: 4%	B: -6%	C: 4%	D: 3%	E: 13	F: ·	G: 4	H: ·	I: i	J: ·	K: -3%	L: ·

# The results go on:
# Labels used below – A = HPDE-C7K KRASV12; B = HPDE-C7 cytotoxicity; C = Alkaline phosphatase; D = HT1080 cytotoxicity; E = PMK inhibit; F = PMK inhibit pilot replicates; G = Spn MK inh; H = Spn MK inh pilot replicates; I = DPM-DC inhibit; J = DPM-DC inhibit pilot screen %; K = Bfl-1 displacement; L = LYP phosphatase
CS(=O)(=O)N1CCCC(C(=O)NCc2ccccc2Cl)C1 (stereo not drawn)
  A: 5%	B: 11%	C: 18%	D: 2%	E: 15	F: 2.5	G: 0	H: 1.0	I: i	J: 0.0	K: 3%	L: 9%
Cc1nn2c(-c3ccc(Cl)cc3Cl)nnc2s1
  A: 0%	B: -9%	C: 13%	D: 7%	E: 11	F: ·	G: 4	H: ·	I: i	J: ·	K: 2%	L: ·
O=C(Nc1cccc(NC(=O)C2CC3CCCC(C2)C3=O)n1)C1CC2CCCC(C1)C2=O (stereo not drawn)
  A: -13%	B: 10%	C: 11%	D: 0%	E: 0	F: ·	G: 5	H: ·	I: i	J: ·	K: 0%	L: 10%
CCn1c(COc2ccccc2C(N)=O)nc2ccccc21
  A: -2%	B: -4%	C: 16%	D: 6%	E: 0	F: ·	G: 6	H: ·	I: i	J: ·	K: 0%	L: 1%
COc1ccc(NC(=O)C2CCN(S(=O)(=O)c3cccnc3)CC2)cc1Cl
  A: 6%	B: 15%	C: 12%	D: 1%	E: 10	F: ·	G: 0	H: ·	I: i	J: ·	K: 0%	L: 8%
O=C(OC1CCc2ccccc2C1=O)c1ccccc1O (stereo not drawn)
  A: 14%	B: 5%	C: 19%	D: 8%	E: 0	F: 1.5	G: 4	H: 2.5	I: i	J: 2.0	K: -1%	L: 2%
COC(=O)c1ccc(CN(Cc2ccc(C(=O)OC)o2)C(C)(C)C)o1
  A: -2%	B: -3%	C: 0%	D: 25%	E: 16	F: ·	G: 9	H: ·	I: i	J: ·	K: 2%	L: 20%
O=C(c1cccs1)c1no[n+]([O-])c1C(=O)c1cccs1
  A: -1%	B: 24%	C: 8%	D: 74%*	E: 5	F: ·	G: 6	H: ·	I: i	J: ·	K: -4%	L: ·
Cn1c(C(=O)N2CCN(c3cccc(C(F)(F)F)c3)CC2)cc2sccc21
  A: -6%	B: 10%	C: 6%	D: -4%	E: 8	F: ·	G: 5	H: ·	I: i	J: ·	K: -22%	L: 7%
Cc1cccc(C2Nc3ccccc3C(=O)N2c2ccccc2)n1 (stereo not drawn)
  A: -14%	B: -8%	C: 1%	D: 6%	E: 3	F: ·	G: 3	H: ·	I: ·	J: ·	K: 4%	L: 4%

# In a second layout: three of the compounds above
SMILES | HPDE-C7K KRASV12 | HPDE-C7 cytotoxicity | Alkaline phosphatase | HT1080 cytotoxicity | PMK inhibit | PMK inhibit pilot replicates | Spn MK inh | Spn MK inh pilot replicates | DPM-DC inhibit | DPM-DC inhibit pilot screen % | Bfl-1 displacement | LYP phosphatase
O=C(Nc1cccc(NC(=O)C2CC3CCCC(C2)C3=O)n1)C1CC2CCCC(C1)C2=O (stereo not drawn) | -13% | 10% | 11% | 0% | 0 | · | 5 | · | i | · | 0% | 10%
CCn1c(COc2ccccc2C(N)=O)nc2ccccc21 | -2% | -4% | 16% | 6% | 0 | · | 6 | · | i | · | 0% | 1%
COc1ccc(NC(=O)C2CCN(S(=O)(=O)c3cccnc3)CC2)cc1Cl | 6% | 15% | 12% | 1% | 10 | · | 0 | · | i | · | 0% | 8%

# One compound at a time (already shown). Screens in order: HPDE-C7K KRASV12	HPDE-C7 cytotoxicity	Alkaline phosphatase	HT1080 cytotoxicity	PMK inhibit	PMK inhibit pilot replicates	Spn MK inh	Spn MK inh pilot replicates	DPM-DC inhibit	DPM-DC inhibit pilot screen %	Bfl-1 displacement	LYP phosphatase
# Cc1cccc(C2Nc3ccccc3C(=O)N2c2ccccc2)n1 (stereo not drawn) in the list: -14%	-8%	1%	6%	3	·	3	·	·	·	4%	4%
# CS(=O)(=O)N1CCCC(C(=O)NCc2ccccc2Cl)C1 (stereo not drawn) in the list: 5%	11%	18%	2%	15	2.5	0	1.0	i	0.0	3%	9%

# Next section:
# Labels used below – A = HPDE-C7K KRASV12; B = HPDE-C7 cytotoxicity; C = Alkaline phosphatase; D = HT1080 cytotoxicity; E = PMK inhibit; F = PMK inhibit pilot replicates; G = Spn MK inh; H = Spn MK inh pilot replicates; I = DPM-DC inhibit; J = DPM-DC inhibit pilot screen %; K = Bfl-1 displacement; L = LYP phosphatase
COc1cc(C2C(C(=O)Nc3ccc(F)cc3)=C(C)Nc3nc(CCCO)nn32)cc(OC)c1OC (stereo not drawn)
  A: 1%	B: 2%	C: 4%	D: -7%	E: 14	F: ·	G: 8	H: ·	I: i	J: ·	K: 4%	L: 0%
CCn1c(SCC(=O)N2CCCC2)nc2c(c1=O)SC(C)C2 (stereo not drawn)
  A: 0%	B: 16%	C: 12%	D: 0%	E: 12	F: ·	G: 3	H: ·	I: i	J: ·	K: 2%	L: 18%
CCCCOn1c(C)c(C(=O)OCC)c2c3no[n+]([O-])c3ccc21
  A: -12%	B: -2%	C: 8%	D: -1%	E: 7	F: ·	G: 5	H: ·	I: i	J: ·	K: -2%	L: -1%
Nc1c(C(=O)NCCN2CCOCC2)c2nc3ccccc3nc2n1-c1ccc2c(c1)OCO2
  A: -11%	B: 1%	C: 10%	D: 5%	E: 8	F: 1.5	G: 14	H: 2.0	I: +	J: 16*	K: -1%	L: 5%

# Screening data: PubChem, several laboratories
